# High-throughput results deposited in PubChem by Broad Institute.
# INS-1E GSIS act: GLuc luminescence reporter in INS-1E cells, primary screen for activators of glucose-dependent secretion of insulin | INS-1E GLuc reporter insulin secretion, 2-3 h | activation, % at 16.6 µM | hit rate 0.61% among 370,000 | AID 743287;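 active = lowest replicate activation of at least 40%, so every replicate reaches that level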;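 note: 0% = median of neutral control wells and 100% = median of IBMX positive control wells; some compounds called inactive have numbers as strong as hits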
# esBAF inh: blocks esBAF chromatin remodeling in mouse ES cells. Bmi1-luciferase knock-in reporter, 24 h; 100% = twice the neutral-well signal. hit rate 2% among 350,000. reporter increase, % at 12.5 µM. AID 602393; in the data active = activation above about 40%; inconclusive = no clear call, values can overlap the other calls;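 note: 0% = median of the plate's neutral control wells and 100% = double that signal; a rise in the Bmi1 reporter signal indicates esBAF inhibition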
# RAD52 inh: RAD52 (human) annealing inhibition | P43351 | recombinant RAD52 DNA annealing, FRET fluorescence | inhibition, % at 18.7 µM | hit rate 0.46% among 360,000 | AID 651710;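 active = every replicate showing at least 50% inhibition; inconclusive = mean inhibition at least 50% but not in every replicate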
# ARNT-TACC3 inh: ARNT/TACC3 interaction disruption; Q9Y6A5; inhibition, % at 9.99 µM; hit rate 0.66% among 390,000; AlphaScreen His-ARNT PAS-B/GST-TACC3 binding, luminescence; TACC3 fragment carries E629A point mutation;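 active = mean inhibition of replicates at least 50% and at least half of replicates each reaching 50%; inconclusive = half or more replicates reach 50% but mean below 50%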;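 note: 0% = complete ARNT plus TACC3 wells and 100% = ARNT alone without TACC3; many hits fall short of the cut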
# ERAP1 inh: inhibitors of human ERAP1 aminopeptidase. Q9NZ08. recombinant ERAP1, Leu-AMC fluorescence, 60 min. inhibition, % at 10.7 µM. hit rate 0.15% among 340,000. AID 652197;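 active = mean replicate inhibition of at least 30%, or all replicates individually reaching that 30% level; inactive = mean below 30% and not every replicate reaching it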;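 note: 0% = neutral control wells and 100% = L-leucinethiol positive control wells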
# Target sequence (Q9NZ08 whole entry, looked up): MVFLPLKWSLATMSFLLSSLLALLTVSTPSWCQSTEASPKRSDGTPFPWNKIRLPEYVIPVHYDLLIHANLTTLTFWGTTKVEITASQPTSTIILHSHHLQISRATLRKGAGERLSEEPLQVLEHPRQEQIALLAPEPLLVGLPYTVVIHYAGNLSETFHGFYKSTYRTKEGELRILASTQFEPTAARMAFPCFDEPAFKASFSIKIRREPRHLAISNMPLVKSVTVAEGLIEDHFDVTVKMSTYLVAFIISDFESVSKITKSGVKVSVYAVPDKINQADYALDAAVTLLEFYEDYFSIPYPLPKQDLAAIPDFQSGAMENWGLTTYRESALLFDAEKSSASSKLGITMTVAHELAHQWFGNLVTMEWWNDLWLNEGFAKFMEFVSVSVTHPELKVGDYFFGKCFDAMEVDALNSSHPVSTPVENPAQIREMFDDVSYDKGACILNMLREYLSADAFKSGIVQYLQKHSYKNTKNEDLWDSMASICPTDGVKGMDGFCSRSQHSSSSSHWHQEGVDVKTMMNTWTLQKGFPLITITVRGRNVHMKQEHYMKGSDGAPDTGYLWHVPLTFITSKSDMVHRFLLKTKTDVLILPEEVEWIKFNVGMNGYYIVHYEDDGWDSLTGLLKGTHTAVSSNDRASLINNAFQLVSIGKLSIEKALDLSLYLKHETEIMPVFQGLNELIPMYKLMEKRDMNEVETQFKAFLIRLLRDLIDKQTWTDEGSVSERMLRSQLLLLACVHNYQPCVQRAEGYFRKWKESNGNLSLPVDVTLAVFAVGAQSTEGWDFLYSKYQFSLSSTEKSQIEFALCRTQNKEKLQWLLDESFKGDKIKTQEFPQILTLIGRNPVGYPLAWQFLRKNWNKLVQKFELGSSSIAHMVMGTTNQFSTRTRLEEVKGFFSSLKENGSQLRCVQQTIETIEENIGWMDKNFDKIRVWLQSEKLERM
# F508del corr: CFTR F508del correction in bronchial cells. CFBE cells, YFP halide quenching; stimulated with forskolin plus potentiator P3; % fluorescence drop versus neutral controls. activity (quench increase), % at 7.58 µM. hit rate 0.36% among 350,000;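 active = mean added fluorescence quench of at least 8% versus neutral control, with both replicates also reaching 8%; inconclusive = only one of the mean or replicate conditions met; inactive = mean below 8% and not both replicates reaching 8%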;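 note: cells transiently co-express mutant CFTR-F508del with the halide-sensitive YFP; corrector assay measuring rescue of mutant channel to the surface after 24 h compound exposure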
# RAD54 inh: RAD54 (human) branch migration inhibition; Q92698; RAD54 Holliday junction branch migration, FAM/BHQ fluorescence; inhibition, % at 10.4 µM; hit rate 0.14% among 360,000;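 active = mean normalized replicate activity at least 40 and at least half of replicates scoring 40 or more; inconclusive = only one of the two criteria met; inactive = mean below 40 and under half of replicates reaching 40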;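 note: 0% = median of neutral control wells and 100% = median of positive control wells; inhibitors cause a drop in the FAM fluorescence signal; in these data hits start at about 50%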
# XiGFP reactiv: X-chromosome reactivation activator. hit rate 0.055% among 360,000. activation, % at 7.58 µM. XiGFP mouse fibroblasts, % GFP-positive cells imaging, 3 d; cells co-treated with 5-aza-dC sensitizer; scaled so ellipticine positive control = 100%;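 active = mean normalized replicate activation at least 10% and every replicate at or above 10%; inconclusive = only one of the two criteria met; inactive = mean below 10% and not all replicates reach 10%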;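 note: 0% = median of on-plate neutral control wells and 100% = ellipticine 6 µM median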
#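 System: SV40-immortalized XiGFP fibroblast cells, line 68-5-11 / Incubation: 3-day compound exposure, then 15 min fixation at room temperature / Compound: single concentration per compound, delivered by pin transfer / Buffer or medium: DMEM plus 5-aza-dC sensitizer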
# Numbers without * were called inactive; i = inactive; ? = inconclusive; . = not tested or not shown.
SMILES,INS-1E GSIS act,esBAF inh,RAD52 inh,ARNT-TACC3 inh,ERAP1 inh,F508del corr,RAD54 inh,XiGFP reactiv
CCCNC(=O)N1C[C@H](C)[C@H](OC)CN(C)C(=O)c2cc(NC(=O)CC)ccc2OC[C@@H]1C,-4,-7,-15,3,3,-2.3,-13,-0.1
Cc1ccc(C)c(N=Nc2nc3ccccc3n2C)c1,-18,41*,.,6,.,.,6,.
CCN(CC)CCN(C(=O)c1ccc(Br)s1)c1nc2cc3c(cc2s1)OCCO3,11,-6,24,-3,.,0.6,.,0.2
CCN1CCCC1CNC(=O)c1cc2c(OC)cccc2[nH]1 (stereo not given),0,2,-12,9,-1,-1.1,4,0.1
C[C@H]1CN([C@@H](C)CO)C(=O)Cc2cc(N(C)C)ccc2O[C@H]1CN(C)C,15,-6,11,-2,0,-3.3,-6,0.2
C[C@@H]1CN([C@@H](C)CO)C(=O)c2cc(C#C[C@@H](C)O)cnc2O[C@@H]1CN(C)C(=O)c1ccccc1,8,1,-7,0,-1,-0.1,1,0.3
CCN(CC)C(=O)C1=C(C)N(CCC2=CCCCC2)C(=O)C(CC(=O)NCc2cccc3ccccc23)C1 (stereo not given),-35,24,-20,.,-1,1.8,4,0.0
CC(=O)N1C[C@H]2CON(C)[C@H]2C[C@H]1c1ccccc1Br,22,3,1,-1,0,2.4,-3,0.1
O=C(Nc1ccc(C(F)(F)F)cc1)N[C@H]1C=C[C@@H](CC(=O)N2CCCCC2)O[C@H]1CO,-1,1,11,0,-6,-1.8,-2,0.4
Cc1cccc(NC(=O)C2CCCN(S(=O)(=O)c3c(C)nn(C)c3C)C2)c1 (stereo not given),-4,-1,-14,.,-1,-2.5,-2,0.3
CC(C)(C)c1ccc(CC(=O)N2CCC2(C)C(=O)Nc2cccc3cccnc23)cc1 (stereo not given),.,3,-13,.,0,1.2,0,0.0
Cc1cc(C)c(C(=O)CSc2nnc(C)c(=O)[nH]2)cc1C,12,.,-12,30,-3,-1.5,.,-0.1
C[C@@H]1CN([C@@H](C)CO)C(=O)c2cc(C#CC(C)(C)O)cnc2O[C@H]1CN(C)C(=O)c1ccccc1F,5,8,-8,3,0,1.7,-1,-1.2
CCS(=O)(=O)N1CC(=O)N2[C@H](CO)[C@@H](c3ccc(-c4cccc(F)c4)cc3)[C@H]2C1,13,.,5,.,-6,7.0,.,0.0
COc1ccc(C(=O)CC(SCC(NC(C)=O)C(=O)O)c2ccc(Cl)cc2)cc1OC (stereo not given),-6,-4,-10,-19,0,1.3,-5,0.0
CO[C@@H]1CN(C)C(=O)c2ccc(NS(=O)(=O)CC(F)(F)F)cc2OC[C@H](C)N(Cc2nccs2)C[C@H]1C,5,-4,6,28,3,-0.5,-7,0.3
COc1cc(Nc2cccc[n+]2C)cc(OC)c1OC,-11,1,-6,-6,30,0.9,-1,0.2
C/C=C/c1ccc2c(c1)O[C@@H](CN(C)S(C)(=O)=O)[C@@H](C)CN([C@@H](C)CO)S2(=O)=O,11,-5,-9,-6,4,2.3,1,-0.5
CN(C)c1ccc(N=Nc2ccc(S(=O)(=O)O)cc2)c2ccccc12,-14,-5,.,10,.,.,6,0.0
CNC[C@H]1Oc2cc(C#Cc3ccccn3)ccc2S(=O)(=O)N([C@@H](C)CO)C[C@@H]1C,-15,-4,-26,14,1,-0.3,-11,0.2
O=C(O)C=C1CCN(c2ncc(C(F)(F)F)cc2Cl)CC1,12,63*,.,-7,.,.,-8,.
CC(C)NC(=O)N[C@@H]1CC[C@@H](CC(=O)O)O[C@@H]1CO,14,-6,-7,17,0,-0.8,-4,-0.1
COc1ccc(NC(=O)N(C)C[C@@H]2Oc3ccc(NS(=O)(=O)c4ccc(OC)cc4)cc3C(=O)N([C@@H](C)CO)C[C@@H]2C)cc1,-4,-4,-2,3,4,-0.6,-8,-1.0
C=CCOc1c(Cl)cc(C(=S)N2CCCC2)cc1OCC,-24,-10,-5,13,.,?,1,0.0
CCC(=O)N(C)C[C@@H]1Oc2ncc(C#CC(C)C)cc2C(=O)N([C@@H](C)CO)C[C@H]1C,6,1,.,.,.,0.5,.,-0.8

# Complete entries, quoted from the list. Screens in order: INS-1E GSIS act	esBAF inh	RAD52 inh	ARNT-TACC3 inh	ERAP1 inh	F508del corr	RAD54 inh	XiGFP reactiv
# Record of C[C@@H]1CN([C@@H](C)CO)C(=O)c2cc(C#CC(C)(C)O)cnc2O[C@H]1CN(C)C(=O)c1ccccc1F = 5	8	-8	3	0	1.7	-1	-1.2
# Record of CCCNC(=O)N1C[C@H](C)[C@H](OC)CN(C)C(=O)c2cc(NC(=O)CC)ccc2OC[C@@H]1C = -4	-7	-15	3	3	-2.3	-13	-0.1

# (continued)
SMILES,INS-1E GSIS act,esBAF inh,RAD52 inh,ARNT-TACC3 inh,ERAP1 inh,F508del corr,RAD54 inh,XiGFP reactiv
O=C(Nc1ccc(Oc2cccc(C(F)(F)F)c2)nc1)c1cccs1,-2,-10,-36,-5,.,-0.7,7,0.2
COc1ccc(OC)c(N(CC(=O)Nc2cccc3ccccc23)S(C)(=O)=O)c1,5,.,2,-4,1,0.3,.,-0.1
O=C(C[C@@H]1CC[C@@H]2[C@H](COC[C@@H](O)CN2C(=O)C2CCOCC2)O1)NCc1ccncc1,9,2,-45,-5,-1,2.2,9,0.2
CN(CC(=O)NCCc1ccccc1)S(=O)(=O)c1cnc[nH]1,12,2,.,-1,.,.,9,0.1
Cc1ccccc1OCCC(=O)OCC(=O)N1c2ccccc2NC(=O)C1(C)C,17,-4,-6,-10,2,-1.7,4,0.1
CCN(CC)c1nc(NNC(=O)c2ccccc2)nc(N(CC)CC)n1,-28,9,0,-19,-2,-14,-4,0.2
CS(=O)(=O)N1[C@H](C#N)[C@@H](c2ccc(-c3ccccc3F)cc2)[C@@H]1CO,-1,3,-55,-10,1,1.9,1,0.0
NC(=S)NN=C1Cc2cccc3cccc1c23,-12,2,-57,-1,1,0.0,9,0.1
Cn1c(CO)cnc1SCC(=O)c1ccc(Cl)cc1,-24,.,-18,-6,1,2.8,.,0.0
CC(C)NC(=O)CCn1nc(-c2ccc(Cl)cc2)c2ccccc2c1=O,21,2,-7,13,.,-1.9,2,0.2
Cc1ccc(-c2csc(NC(=O)CN3CCOCC3)n2)cc1,2,6,-13,-3,3,-0.2,-12,0.0
CCN1CCN(Cc2ccc(NC(=O)CC3Oc4ccc(C)cc4NC3=O)cc2)CC1 (stereo not given),12,-3,-3,-1,-3,-0.8,6,0.2
O=C(Nc1cccc(Cl)c1)N1C[C@@H]2[C@H](c3ccccc31)[C@H](CO)N2Cc1ccccc1Cl,-16,3,-20,0,1,4.8,3,0.5
COc1ccc(NC(=O)C2CCCN(S(=O)(=O)c3c(C)[nH]c(=O)[nH]c3=O)C2)cc1OC (stereo not given),12,.,-8,12,2,1.9,.,0.0
CC(C)(C)c1cc(C(=O)Nc2cccc3ccccc23)ccn1,16,10,.,1,.,.,14,.
CN(CC(=O)Nc1ccc(Cl)cc1)C(=O)CN1C(=O)C2CCCCC2C1=O (stereo not given),-2,-9,-4,.,8,-0.5,1,-0.1
O=C(NC1CCCCCC1)c1ccc(-n2cnnc2)cc1,-9,4,0,-7,0,-2.2,-5,0.4
N#CCCCn1c(O)c(N=NC(=O)C(O)c2ccccc2)c2ccccc21 (stereo not given),11,2,-16,.,1,-0.8,9,-0.2
O=C(N/N=C\c1ccc(OCC(=O)N2CCCC2)cc1)C(=O)Nc1ccccc1F,-15,-3,-12,-5,2,-1.3,4,0.0
C[C@H]1CN(S(=O)(=O)C(C)(C)C)[C@H](CCO)/C1=C\c1ccccc1,18,-10,-4,-7,-4,0.1,-2,0.3
O=C(CNC(=O)c1ccc(Cl)cc1)c1ccc(Cl)cc1,16,34,-8,8,-3,-6.1,-13,0.0
CCc1ccc(OCC(=O)N(Cc2cccs2)C2CCS(=O)(=O)C2)cc1 (stereo not given),.,2,-18,8,0,-0.9,-17,0.0
Cc1nc2c(OCCN3C(=O)c4ccccc4C3=O)cccn2c1N(C)C(=O)CCC1CCCC1,.,8,-7,.,-1,0.2,-1,-0.1
CCCOc1ccc(C(=O)O)cc1,3,.,-3,-3,0,2.1,10,0.0
CO[C@@H]1CN(C)C(=O)c2ccc(NC(C)=O)cc2OC[C@@H](C)N(C(=O)C2CC2)C[C@@H]1C,1,6,3,10,-1,-2.9,6,0.9
# (list continues)
SMILES,INS-1E GSIS act,esBAF inh,RAD52 inh,ARNT-TACC3 inh,ERAP1 inh,F508del corr,RAD54 inh,XiGFP reactiv
CNC[C@H]1OCCCC[C@H](C)Oc2ccc(NS(=O)(=O)c3ccc(F)cc3)cc2C(=O)N([C@H](C)CO)C[C@H]1C,-4,-1,-36,-5,-2,3.4,5,0.1
COCCNc1nc(NCCOC)c2sc(-c3ccccc3)cc2n1,.,2,0,.,0,4.9,-2,-0.1
NCCCCCc1cn(CC(=O)NCCCCCCCCCCC(=O)N2CCNCC2)nn1,6,4,55*,18,.,0.3,-2,0.7
Cc1cc(NC(=O)CSc2nc3c(C)c(C)ccc3cc2C)no1,8,-14,-4,-2,-3,-3.5,3,0.4
C[C@H]1CN([C@@H](C)CO)C(=O)c2cccc(NC(=O)NC3CCCCC3)c2O[C@@H]1CN(C)CC1CCCCC1,-7,0,-9,7,-3,1.3,2,0.2
O=c1[nH]c(-c2ccccn2)nc(C(F)(F)F)c1Br,-9,.,-27,63*,-2,-3.8,.,0.0
COC(=O)C1=CC(C(=O)c2cccs2)=NN(c2ccc(OC)cc2)C1C(=O)OC (stereo not given),0,.,-456,6,-3,-3.5,.,0.1
c1cncc(-c2nc3c(ccc4ccccc43)[nH]2)c1,-28,52*,-1,4,0,-2.7,9,.
O=C(CSC(=S)N1CCSCC1)c1ccc(Cl)cc1,-13,.,9,4,-6,4.0,.,0.1
Cc1noc(C)c1S(=O)(=O)N(C)C[C@@H]1Oc2ccc(NS(=O)(=O)c3ccccc3)cc2CC(=O)N([C@H](C)CO)C[C@@H]1C,5,-3,-7,-2,-1,1.7,-1,0.0
COc1ccc(NC(=O)Nc2ccc3c(c2)C(=O)N([C@@H](C)CO)C[C@@H](C)[C@@H](CN(C)Cc2ccc(C(F)(F)F)cc2)O3)cc1,-7,-1,8,11,0,-1.3,0,-1.2
CC(C)N1CCCC(C)(C(=O)Nc2cccc(Oc3ccccc3)c2)C1 (stereo not given),-8,-5,-15,.,-2,-1.5,-4,0.3
Cc1ccc(S(=O)(=O)Nc2ccc3c(c2)C(=O)N([C@H](C)CO)C[C@@H](C)[C@@H](CN(C)Cc2ccc(C(=O)Nc4ccccc4N)cc2)O3)cc1,0,-21,6,-5,-1,-0.8,-4,0.1
Cc1csc(NC(C)c2nc3cc(C(F)(F)F)ccc3n2CCCO)n1 (stereo not given),-11,-5,-7,2,0,0.2,0,0.0
CC(C)NC(=O)N(C)C[C@@H]1Oc2ccc(NC(=O)Cc3cn(C)c4ccccc34)cc2CC(=O)N([C@H](C)CO)C[C@H]1C,8,-2,-22,3,-3,1.0,-4,-0.1
COc1ccc(CN2CCCC(C(=O)c3ccc(Cl)cc3)C2)cc1Cn1cccn1 (stereo not given),-50,-7,-16,-15,-8,-5.8,5,0.0
O=C1O[C@H](c2ccccc2)[C@H](c2ccccc2)N2[C@H]1[C@@H](C(=O)N1CCCCCCC1)[C@]1(C(=O)Nc3ccc(C#CC4(O)CCCCCC4)cc31)[C@H]2c1ccc(OCCO)cc1,.,.,i,.,-6,0.3,6,.
